Assay outcomes: PubChem, National Center for Advancing Translational Sciences (NCATS)
USP2a inh – blocks human ubiquitin-specific protease USP2a; O75604; USP2 core, Ub-CHOP2 coupled fluorogenic reporter, 485/531; Potency, µM (doses to about 38.3 µM), for the others: top-dose activity change, negative = inhibition, hits mostly inhibitors; 330,000 tested, 0.01% active; AID 463254;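 also: potency is read from the fitted curve at half-maximal effect; plate controls were DMSO wells for no effect and full inhibition by NEM control for full effect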
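Cell-free coupled assay: 10nM USP2 core preincubated 30min RT with compound in Tris-HCl pH 8.0/CaCl2/CHAPS buffer, then 25nM Ub-CHOP2 and 25nM reporter substrate; fluorescence (Ex 485/Em 531) read after 60min RT, normalized to NEM inhibition, concentration-response curves fitted.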
KCNH2 3.1 block – blocks the human KCNH2 3.1 channel isoform | U2OS KCNH2 3.1, thallium flux FluxOr; stronger effect = lower value | activity change, % (tested at about 1.8 µM) | 340,000 tested, 0.95% active;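 active = maximum activity change below -70%; inconclusive = maximum activity change from -70% to -50%; inactive = maximum activity change above -50%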;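 also: thallium influx rate constant from kinetic fluorescence after stimulation buffer; % is scaled to controls: 0 for no effect and ±100 for the full control effect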
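Thallium flux via FluxOr fluorescence (Red40 quencher, 45 min loading) in U2OS cells virally expressing the KCNH2 3.1 isoform (1.77 x 10^8 /mL virus, overnight at 37 C). Rate constants from 2-min kinetic reads post-stimulation, normalised to positive and negative controls.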
Menin-MLL TR inh – menin-MLL binding inhibition, Texas Red mutant peptide; O00255; Menin + Texas Red MLL mutant peptide, fluorescence polarization; Potency, µM (highest dose often 61.6 µM), for the others: at the highest dose FP activity change, negative = inhibition, hits mostly inhibitors; 270,000 tested, 0.23% active; AID 1768; active = well fitted inhibition curve with a large enough effect in the polarisation, with a control signal flat, not every such curve was filed as active; inconclusive = small, poorly fitted or top-dose-only effect, or effect the other way, or a change in a side signal; inactive = no such curve, though single readings can be large or run the other way; the % refers to the polarisation; also: potency is read from the fitted curve at half-maximal effect; % of control where 0% means no effect; many of its hits are not listed in these tables
Target sequence (O00255 whole entry, looked up): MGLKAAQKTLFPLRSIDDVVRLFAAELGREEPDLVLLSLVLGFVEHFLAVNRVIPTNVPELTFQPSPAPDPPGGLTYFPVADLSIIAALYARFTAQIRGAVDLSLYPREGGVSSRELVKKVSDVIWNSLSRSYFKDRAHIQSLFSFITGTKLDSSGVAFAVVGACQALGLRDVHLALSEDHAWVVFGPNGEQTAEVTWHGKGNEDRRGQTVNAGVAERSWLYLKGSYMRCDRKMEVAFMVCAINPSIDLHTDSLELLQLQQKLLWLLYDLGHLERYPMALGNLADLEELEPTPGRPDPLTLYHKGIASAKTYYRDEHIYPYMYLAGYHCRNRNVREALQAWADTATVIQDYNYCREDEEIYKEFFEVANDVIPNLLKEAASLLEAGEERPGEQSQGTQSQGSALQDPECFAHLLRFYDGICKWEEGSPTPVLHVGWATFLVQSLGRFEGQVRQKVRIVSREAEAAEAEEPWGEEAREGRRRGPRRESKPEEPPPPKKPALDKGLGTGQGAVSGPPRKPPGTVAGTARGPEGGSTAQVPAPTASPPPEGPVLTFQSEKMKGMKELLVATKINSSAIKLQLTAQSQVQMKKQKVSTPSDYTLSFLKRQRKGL
Giardia killer – kills Giardia lamblia | 340,000 tested, 0.15% active | activity change, % at 7.66 µM, hits read low | Giardia lamblia trophozoite viability; in the data active = activity change below about -80%; inconclusive = between about -30% and that limit;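 also: parasites exposed to compound for two days anaerobically before the ATP read; % is scaled to controls: 0 for no effect and ±100 for the full control effect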
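Anaerobic 48 hrs incubation at 37 deg C of 100 trophozoites/well with test compounds; ATPLite 1-Step luminescence, 15-30 min RT, reports cellular ATP as viability.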
PKM2 act – activators of human pyruvate kinase M2. P14618. Potency, µM (highest dose often 57.5 µM), for the others: at the highest dose activation, most hits filed as activators. 260,000 tested, 0.34% active. purified PKM2, Kinase-Glo ATP luminescence, activation; response scale: 0% is enzyme alone, no compound; also: potency is read from the fitted curve at half-maximal effect; % is scaled to controls: 0 for no effect and ±100 for the full control effect; nearly all actives have a fitted effect of over 55% in size
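Purified hPK-M2 (>95%) run at intermediate activity with 0.1 mM ADP and 0.5 mM PEP in 50 mM imidazole pH 7.2, KCl, MgCl2; 1 h room temperature. ATP formed read by Kinase-Glo luminescence; normalized to uninhibited and no-enzyme controls.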
TRPV1 agonist – activates the human vanilloid receptor TRPV1. TRPV1-expressing cells, Fluo-8 calcium influx, agonist mode. activation, % at 8.33 µM. 320,000 tested, 0.19% active. AID 540275; in the data active = activation above about 80%; inconclusive = between about 30% and that limit; also: 0% is about no effect
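Fluo-8 calcium influx in TRPV1-expressing cells, kinetic read (ex 480/em 520 nm). Compound added and read 3 min for agonist activity, followed by capsaicin at EC20 final and 2 min further read for enhancement.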
GALK inh – inhibitors of human galactokinase. P51570. Purified GALK, Kinase-Glo residual ATP luminescence. Potency, µM (doses to about 57.5 µM), for the others: top-dose activity change, negative = inhibition, actives largely listed as inhibitors. 270,000 tested, 0.007% active; also: potency is read from the fitted curve at half-maximal effect; % is scaled to controls: 0 for no effect and ±100 for the full control effect
Target sequence (P51570 whole entry, looked up): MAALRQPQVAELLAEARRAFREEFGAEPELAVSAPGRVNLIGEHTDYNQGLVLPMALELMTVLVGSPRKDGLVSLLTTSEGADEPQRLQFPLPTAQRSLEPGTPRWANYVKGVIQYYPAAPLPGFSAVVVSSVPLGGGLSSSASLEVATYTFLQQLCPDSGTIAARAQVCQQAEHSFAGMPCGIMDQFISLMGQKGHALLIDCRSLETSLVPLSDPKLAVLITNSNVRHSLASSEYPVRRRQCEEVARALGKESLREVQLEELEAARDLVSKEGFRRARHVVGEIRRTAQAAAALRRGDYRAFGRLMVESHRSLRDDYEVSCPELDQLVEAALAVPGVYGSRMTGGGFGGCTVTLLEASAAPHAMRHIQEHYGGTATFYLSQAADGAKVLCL
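GALK at 5 nM final was combined with compound, 35 uM ATP and 100 uM galactose in HEPES pH8.0 with MgCl2 and DTT. The reaction ran one hour at room temperature before luminescent ATP detection.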
CXXC DNA block – MLL CXXC-DNA interaction inhibition | Q03164 | MLL-CXXC / FITC-HOXA9 DNA fluorescence polarization | Potency, µM (titrated, usually from 115 µM), inactives show top-dose activity change, negative = inhibition, actives largely listed as inhibitors | 290,000 tested, 0.037% active | AID 2662; active = well fitted inhibition curve with a large enough effect in the polarisation, with a control signal flat, not every such curve was filed as active; inconclusive = small, poorly fitted or top-dose-only effect, or effect the other way, or a change in a side signal; inactive = no such curve, though single readings can be large or run the other way; the % refers to the polarisation; also: potency is read from the fitted curve at half-maximal effect
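Fluorescence polarization: 7 uM MLL-CXXC (stock) preincubated 5 min with compounds, then 50 nM fluorescein-HOX-A9 DNA (stock) added; 30 min ambient. Buffer 50 mM Tris-HCl pH 7.5, 50 mM NaCl, 1 mM DTT, 0.05% BSA.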
FBPA coupling cs – coupling enzyme interference in Giardia aldolase counter-screen; 290,000 tested, 0.67% active; AID 2472; coupling enzyme system counterscreen, AmpLite Red fluorescence; activity change, negative = inhibition, % at 58.2 µM, hits read low; in the data active = activity change below about -30%; also: % is scaled to controls: 0 for no effect and ±100 for the full control effect
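First, compound is pin-transferred into glyceraldehyde-3-phosphate coupling-enzyme reagent at 57.5 uM final and held 10 min at RT. Next, substrate, coupling system and AmpLite Red are added. After 20 min RT, fluorescence (525/598 nm) is read.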
B2AR arrestin – recruits beta-arrestin to the human beta2-adrenergic receptor | P07550 | beta-arrestin recruitment to beta2AR, cell-based reporter | Potency, µM (series often up to 46.1 µM), for the others: at the highest dose activation, hits mostly activators | 330,000 tested, 0.02% active | AID 492947;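 also: potency is read from the fitted curve at half-maximal effect; 0% = DMSO controls and full agonism = EC100 isoproterenol or metaproterenol; nearly all actives have a fitted effect of over 65% in size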
KCNH2 WT inh – blocks the wildtype human KCNH2 potassium channel; Q12809; U2OS, BacMam KCNH2, thallium flux FluxOr; stronger effect = lower value; activity change, % at 1.84 µM; 340,000 tested, 0.37% active;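 active = maximum activity change below -70%; inconclusive = maximum activity change between -70% and -50%; inactive = maximum activity change above -50%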; also: % is scaled to controls: 0 for no effect and ±100 for the full control effect
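U2OS cells transduced with wild-type KCNH2 virus are loaded with FluxOr dye for 45 min, and thallium flux is measured in kinetic reads before and after stimulation buffer. Rate constants are normalized to DMSO controls.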
* hit, by the source's call; i = inactive; ? = inconclusive; / = not tested or not shown; [ ] = another dose, or the depositor's remark. Unless noted, calls follow the shape of the dose curve; as a rule, active = well fitted curve in the direction sought with a large enough effect; inconclusive = small, poorly fitted or top-dose-only effect, or another doubt; inactive = no such curve, though single readings can be large; an effect the other way counts as inactive or inconclusive.

Molecule	KCNH2 3.1 block	GALK inh	Giardia killer	FBPA coupling cs	B2AR arrestin	KCNH2 WT inh	PKM2 act	Menin-MLL TR inh	TRPV1 agonist	USP2a inh	CXXC DNA block
Cn1c(N)c(C(=O)COC(=O)c2ccc(OC(F)F)cc2)c(=O)n(C)c1=O	-32	/	12	/	0.2%	13	/	/	-2	-1%	/
CCn1c(SCC(=O)NNC(=O)c2ccco2)nnc1-c1ccco1	11	0%	-8	4	-0.2%	1	-2%	0%	0	2%	1%
COc1ccccc1OCCSc1nc(N)cc(N)n1	6	0%	0	0	-0.1%	13	-5%	-3%	0	4%	9%
Cc1c(Cl)c([N+](=O)[O-])nn1CCCC(=O)Nc1cccnc1	-12	-2%	?	-1	-0.2%	1	-3%	-11%	2	10%	8%
O=C(NCCN1CCN(C(=O)NC2CCCCC2)CC1)NC1CCCCC1	3	-1%	20	2	-0.4%	2	-7%	0%	1	0%	-13%
Cc1ccc(C)c(-n2c(SCC(=O)N3CCCC3)nnc2-c2ccccn2)c1	-4	1%	9	-1	0.0%	-9	-5%	2%	20	-2%	9%
O=C(Oc1ccc2ccc(=O)oc2c1)C1CCCCC1	5	-1%	-7	-2	0.1%	7	7%	-14%	16	1%	161%[activator]
CC1CCN(S(=O)(=O)c2ccc3c(c2)N(CC(=O)NCCCN2CC(C)CC(C)C2)C(=O)CS3)CC1 (stereo not given)	-13	5%	30	/	0.0%	13	/	/	1	1%	3%

Compound profiles, from the list above. Values in the order: KCNH2 3.1 block, GALK inh, Giardia killer, FBPA coupling cs, B2AR arrestin, KCNH2 WT inh, PKM2 act, Menin-MLL TR inh, TRPV1 agonist, USP2a inh, CXXC DNA block
O=C(NCCN1CCN(C(=O)NC2CCCCC2)CC1)NC1CCCCC1 as listed: 3, -1%, 20, 2, -0.4%, 2, -7%, 0%, 1, 0%, -13%
O=C(Oc1ccc2ccc(=O)oc2c1)C1CCCCC1 as listed: 5, -1%, -7, -2, 0.1%, 7, 7%, -14%, 16, 1%, 161%[activator]
Cc1c(Cl)c([N+](=O)[O-])nn1CCCC(=O)Nc1cccnc1 as listed: -12, -2%, ?, -1, -0.2%, 1, -3%, -11%, 2, 10%, 8%

(cont.)
Molecule	KCNH2 3.1 block	GALK inh	Giardia killer	FBPA coupling cs	B2AR arrestin	KCNH2 WT inh	PKM2 act	Menin-MLL TR inh	TRPV1 agonist	USP2a inh	CXXC DNA block
O=C(NC1=NCCS1)C1CC(=O)N(c2ccccc2)C1 (stereo not given)	10	-5%	14	0	-0.2%	5	0%	9%	1	-1%	-1%
Cc1onc(-c2c(F)cccc2Cl)c1C(=O)c1ccc(F)cc1	-12	0%	20	-2	-0.4%	-16	-2%	/	?	4%	-14%
Cn1cc(S(=O)(=O)N2CCC3(CC2)OCCO3)c(=O)n(C)c1=O	22	1%	14	2	-0.9%	-3	1%	12%	0	-2%	1%
CCOc1c(OC(C)=O)ccc(/C=C2\N=C(SCC)SC2=O)c1[N+](=O)[O-]	17	-1%	3	0	0.1%	-5	-2%	?	-1	-2%	-19%
COc1cc(C(=O)Nc2ccc3c(c2)OCO3)ccc1OCc1c(C)noc1C	-7	12%	-3	-8	0.1%	-4	8%	-4%	4	2%	3%
Cc1cc(C(=O)CN2C(=O)C(=O)N(Cc3ccccc3)C2=O)c(C)n1CC1COc2ccccc2O1 (stereo not given)	2	6%	10	-1	0.3%	-7	?	-11%	2	0%	1%
Cc1c(C(=O)O)[nH]c2c1C(=O)CC(c1ccc(C(C)(C)C)cc1)C2 (stereo not given)	-23	1%	?	15	-0.7%	8	/	?	3	-11%	3%
C/C(=N\N=C1\NC(=O)C(CC(=O)NCc2ccccc2)S1)C(C)C (stereo not given)	1	1%	0	3	-0.9%	-6	-1%	4%	3	1%	3%
Cc1c([N+](=O)[O-])cc(S(=O)(=O)Nc2ccc(-c3ccc(N4CCCC4)nn3)cc2)cc1[N+](=O)[O-]	1	/	14	/	-0.1%	4	/	/	2	-1%	/
COC(=O)C1(C(C[N+](=O)[O-])c2ccco2)C(=O)NCC1c1ccccc1 (stereo not given)	-6	-2%	-8	1	0.2%	-4	-5%	/	2	2%	2%
O=C(c1cc(-c2ccccc2O)on1)N1CCOCC1	7	16%	-20	2	-0.3%	-5	-1%	1%	2	1%	8%
COC(=O)c1ccc(NC(=O)C2CCCN2C(=O)OCc2ccccc2)cc1 (stereo not given)	-4	1%	-13	0	0.0%	2	1%[0.46 µM]	-5%	0	1%	6%
O=C1c2ccccc2CC1Sc1nnc(-c2ccccn2)o1 (stereo not given)	-4	10%	46[activator]	3	0.4%	18	6%	-6%	2	-1%	-2%
CC(=O)Nc1ccc(NC(=O)CN(c2cc(Cl)ccc2Cl)S(C)(=O)=O)cc1	-9	2%	-5	-3	-0.1%	-6	-11%	8%	-1	0%	-3%
COC(=O)C(Cc1ccc(O)cc1)NC(=O)CCc1ccco1 (stereo not given)	26	-1%	-5	0	-0.2%	-1	-5%	13%	1	1%	8%
CCOCCCn1c(SCC(=O)NCc2ccc3c(c2)OCO3)nc2ccccc2c1=O	-10	1%	-4	0	0.0%	i	7%	-11%	22	5%	3%
CCN(C(=O)COC(=O)c1ccccc1SCC(=O)N1CCCC1)C1CCS(=O)(=O)C1 (stereo not given)	10	/	1	/	-0.2%	15	/	/	-1	1%	/
Cc1cc(C)nc(N2CCC(C(=O)NCCc3ccc(Cl)cc3)CC2)n1	-3	0%	-27	0	0.1%	3	-1%	2%	1	-2%	0%
Cc1cccc2nc(COc3ccc(-c4ccccc4)cc3)cn12	/	-2%	/	0	-0.6%	/	-12%	-1%	-1	-5%	6%
CN(Cc1nc2ccccc2c(=O)[nH]1)C(=O)C1CC(=O)N(c2cccc3ccccc23)C1 (stereo not given)	-10	/	-24	/	-0.6%	16	/	/	/	2%	/
COc1ccc(C(CNC(=O)CCNC(=O)c2ccccc2OC)N2CCCC2)cc1 (stereo not given)	-3	/	3	/	-0.1%	13	/	/	-6	1%	/
Cc1ccc(C)c(CSCC(=O)NCc2cccs2)c1	-40	-2%	8	0	0.0%	0	4%	-5%	30	-1%	11%
Cc1ccc(S(=O)(=O)CCC(=O)NC2CCCC2)cc1	-2	1%	7	/	-0.2%	-4	-5%	/	0	-1%	-16%
O=C(CN1CCCCCC1)N1c2ccccc2C=Cc2ccccc21	8	-1%	0	-1	0.0%	7	10%	-12%	1	0%	17%
O=C(Nc1ccccc1)Nc1snnc1C(=O)Nc1cccc(O)c1	17	11%	2	-2	0.1%	-11	-6%	?	-1	?	?
O=c1[nH]c(CSc2ncc(C(F)(F)F)cc2Cl)nc2cc(C(F)(F)F)ccc12	7	4%	-3	0	-0.2%	10	-3%	/	-2	1%	12%
Nc1nc(CSc2nnc(-c3cccc(F)c3)n2-c2ccccc2)nc(N2CCOCC2)n1	14	1%	0	-4	-0.3%	-8	-7%	-14%	4	2%	7%
COCCN(CCOC)C(=O)c1ccc(CSc2nc3ccccc3s2)cc1	16	8%	-1	/	-0.2%	13	-5%	/	3	0%	-5%
CC(=O)Nc1sc(C)c(C)c1C(=O)OCC(=O)Nc1ccc(S(N)(=O)=O)cc1	15	/	-18	/	0.0%	11	/	/	/	2%	/
Cc1ccc(NC(=O)CN(C)C(=O)c2cc3ccccc3o2)cc1	7	0%	-12	1	0.1%	8	-6%	0%	5	0%	-6%

Not all compounds are listed, so the mix of outcomes need not match the whole.
